# From PubChem BioAssay
# Rat MKP-3 inhibitors – MKP-3 phosphatase inhibitors, primary screen, biochemical, rat enzyme, in vitro (AID 425); recombinant MKP-3 phosphatase activity, fluorescence; higher % means a stronger effect; inhibition, % at 20 µM, or IC50 in µM where a hit was titrated; 110,000 compounds, 0.17% hits; in the data active = inhibition above about 50%;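 also: plate controls were vehicle for no effect and reference inhibitor for full effect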
# Hsp70 displacement – Hsp70 inhibitors, probe displacement, primary screen, biochemical, fluorescence polarization (AID 583); Hsp70 fluorescence polarization probe displacement, mP; higher % means a stronger effect; one-dose displacement, % at 20 µM; IC50 in µM for titrated hits; 140,000 compounds, 0.06% hits; in the data active = displacement above about 50%;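 also: plate controls were vehicle for no effect and reference ligand for full effect; a part of the inactive calls stands beside numbers as strong as those of hits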
# The depositor's hits bear a star; . = not tested or not shown; & = joins results of further samples. A portion of the library; rates above refer to the full screens.
# A first look:
SMILES,Rat MKP-3 inhibitors,Hsp70 displacement
CCSc1nnc(-c2ccc(S(=O)(=O)N3CCOCC3)cc2)n1CC1CCCO1 (stereo not drawn),0%,3.9%
CCOC(=O)Nc1ccc(NC(=O)c2c(OC)cccc2OC)cc1,-9%,0.0%
COC(=O)C1C(=O)c2c([nH]c(C(=O)OCCSC)c2C)CC1C (stereo not drawn),-10%,-1.0%
Cc1ccccc1-c1nc2sc3c(c2c(=O)n1N)CCCC3,.,-4.1%
C=CCOc1cccc(C2/C(=C(/O)c3ccccc3)C(=O)C(=O)N2CCN2CCOCC2)c1 (stereo not drawn),-1%,1.4%

# This part in full, from the first entry:
SMILES,Rat MKP-3 inhibitors,Hsp70 displacement
CCSc1nnc(-c2ccc(S(=O)(=O)N3CCOCC3)cc2)n1CC1CCCO1 (stereo not drawn),0%,3.9%
CCOC(=O)Nc1ccc(NC(=O)c2c(OC)cccc2OC)cc1,-9%,0.0%
COC(=O)C1C(=O)c2c([nH]c(C(=O)OCCSC)c2C)CC1C (stereo not drawn),-10%,-1.0%
Cc1ccccc1-c1nc2sc3c(c2c(=O)n1N)CCCC3,.,-4.1%
C=CCOc1cccc(C2/C(=C(/O)c3ccccc3)C(=O)C(=O)N2CCN2CCOCC2)c1 (stereo not drawn),-1%,1.4%
Cc1nn(C(C)CC(=O)O)c(C)c1Br (stereo not drawn),.,1.1%
CCOC(=O)c1cnc2nc(C(F)(F)F)[nH]n2c1=O,.,5.5%
CCOC(=O)C1=C(C)N=c2s/c(=C\c3ccco3)c(=O)n2C1c1cccc(OC)c1 (stereo not drawn),6%,1.9%
Cc1cc(C(F)F)nn1CC(=O)NCc1ccc(Cl)cc1Cl,.,-1.0%
COc1ccc2c(c1)CCC/C2=N\OC(=O)c1ccccc1F,2%,3.4%
CCOc1ccc(-n2c(SCC(=O)NCc3ccco3)nc3c(c2=O)SCC3)cc1,3%,1.7%
COC(=O)C1CCN(c2nc3ccccc3nc2C(C#N)C(=O)OCC(C)C)CC1 (stereo not drawn),-3%,-8.5%
Cc1cc(=O)[nH]c(SCC(=O)N2CCc3ccccc3C2)n1,.,-1.3%
COCCNC(=O)CN(Cc1ccc2c(c1)OCO2)C(=O)CCC(=O)Nc1nccs1,-15%,1.8%
COc1cccc(NC(=O)CN(c2ccc(C)cc2)S(=O)(=O)c2ccc(SC)cc2)c1,2%,-2.1%
CC(=O)Nc1ccc(NC(=O)C(F)(F)F)cc1,.,1.2%
O=P(O)(Oc1ccc(Cl)cc1)Oc1ccccc1F,1%,5.3%
Cc1ccc(-n2c(C)c3c(C)nnc(C)c3c2C)cc1C,.,-3.0%
O=C(O)COc1ccccc1/C=N/N1CCN(C(c2ccccc2)c2ccccc2)CC1,-1%,0.9%
CC(=O)c1ccc(N(C(C)=O)C2=C(NCCO)C(=O)c3ccccc3C2=O)cc1,12%,4.1%
COc1ccc(-c2nnc(OC)c3ccccc23)cc1,2%,3.6%
CCOC(=O)c1cccc(N2C(N)=NC(N)=NC2(C)C)c1,-2%,1.3%
S=C(Nc1ccc2nccnc2c1)N1CCOCC1,3%,-5.0%
c1ccc(CSc2nnc(-c3cccnc3)o2)cc1,.,3.5%
C=C(C)c1cccc(C(C)(C)NC(=O)Nc2ccc3[nH]c(=O)[nH]c3c2)c1,-1%,6.1%
# More records
SMILES,Rat MKP-3 inhibitors,Hsp70 displacement
CCCCCCc1nc2ccccc2c(=O)n1N,-2%,-1.1%
CC(C)(C)C1CCc2c(sc(NC(=O)c3cccs3)c2C(=O)N2CCCCC2)C1 (stereo not drawn),.,1.1%
CCc1ccc(N2CC(C(=O)NCc3ccc(C)cc3)CC2=O)cc1 (stereo not drawn),1%,-0.4%
Cc1nc(=O)c(-c2ccccc2)c(C)n1-c1ccccc1O,-1%,-1.0%
CC1=NN(c2ccc(S(N)(=O)=O)cc2)C(=O)/C1=C\c1ccc2c(c1)OCO2,3%,-0.1%
CC1=Nn2c(nnc2-c2ccccc2F)SC1,-5%,-1.7%
CC(C)(CO)NC(=O)CC12CC3CC(CC(C3)C1)C2,-3%,-3.1%
COc1ccc(-n2nnc3c(SCC(=O)NCC4CCCO4)ncnc32)cc1 (stereo not drawn),5%,-5.5%
CC(C)OP(C)(=O)CN1CCN(CP(C)(=O)OC(C)C)CC1 (stereo not drawn),-3%,-5.1%
COc1ccc(/C(O)=C/c2nc3ccccc3oc2=O)cc1,-2%,4.6%
O=C(NC(NC(=O)c1ccccc1)c1cccc([N+](=O)[O-])c1)c1ccccc1,1%,-4.0%
Cc1ccc(F)cc1NC(=O)c1c(-c2ccccc2)noc1C,-5%,-0.9%
Cc1ccc(-n2c(=O)cc(N3CCCCCC3)[nH]c2=O)cc1,-10%,-2.6%
O=C(c1cc2ccccc2oc1=O)N1c2ccccc2Sc2ccccc21,2%,-2.5%
COc1ccc(Nc2cc(C)nc(-c3ccccc3O)n2)cc1,0%,5.1%
COc1ccc(CCN2C(=O)C3CC=C(C)CC3C2=O)cc1OC (stereo not drawn),.,5.5%
O=C(Nc1cccnc1)c1noc2c1CCCCC2,0%,14%
COc1ccccc1NC(=O)CSc1nnc(Cn2nnc(-c3ccccc3)n2)n1-c1ccccc1,1%,3.6%
CCOc1cc(N2CCOCC2)c(OCC)cc1NC(=O)COC(=O)c1cc(C)oc1C,-6%,0.3%
CCCN(CCC)C(C(=O)Nc1cccc(OC)c1)c1ccccc1 (stereo not drawn),-3%,-1.0%
Cc1cccc(OC(=O)COc2ccc(Cl)cc2Cl)c1,3%,3.0%
CCN(CC)c1ccc2cc(C(=O)O)c(=O)oc2c1,4%,-14%
COc1ccc(-c2noc(/C=C/c3ccccc3)n2)cc1,3%,-0.6%
CCCC1C(c2ccccc2)C(C#N)(C#N)C2(C#N)CC1(N)NC2=O (stereo not drawn),-8%,-0.1%
COc1cc2c(cc1NC(C)=O)CCCC2,-6%,.

# Quoted at random: 5 records from the list
SMILES,Rat MKP-3 inhibitors,Hsp70 displacement
O=C(c1cc2ccccc2oc1=O)N1c2ccccc2Sc2ccccc21,2%,-2.5%
COc1ccc(/C(O)=C/c2nc3ccccc3oc2=O)cc1,-2%,4.6%
CCCC1C(c2ccccc2)C(C#N)(C#N)C2(C#N)CC1(N)NC2=O (stereo not drawn),-8%,-0.1%
COc1ccccc1NC(=O)CSc1nnc(Cn2nnc(-c3ccccc3)n2)n1-c1ccccc1,1%,3.6%
CC1=NN(c2ccc(S(N)(=O)=O)cc2)C(=O)/C1=C\c1ccc2c(c1)OCO2,3%,-0.1%

# Entries of single compounds, looked up by structure.
# `CC(=O)c1ccc(N(C(C)=O)C2=C(NCCO)C(=O)c3ccccc3C2=O)cc1` as listed: Rat MKP-3 inhibitors: 12%; Hsp70 displacement: 4.1%
# `Cc1cc(C(F)F)nn1CC(=O)NCc1ccc(Cl)cc1Cl` as listed: Rat MKP-3 inhibitors: .; Hsp70 displacement: -1.0%

# New compounds follow.
SMILES,Rat MKP-3 inhibitors,Hsp70 displacement
Clc1ccc(NCc2nncn2-c2ccccc2)cc1,2%,-5.3%
COc1ccc(/C=C2/SC(=S)N(c3cccc(Cl)c3)C2=O)cc1,0%,-4.0%
CC(=O)c1cccc(NC(=O)CN(c2ccccc2F)S(C)(=O)=O)c1,.,1.5%
O=C(Nc1nc2ccccc2n1CCOc1ccc(Cl)cc1)c1ccco1,1%,.
CC1CCN(c2nc3ccccc3nc2C(C#N)C(=O)OC2CCCCC2)CC1 (stereo not drawn),-4%,-48%
CC1(C)C(c2ccccc2)=NC(c2ccccc2F)=[N+]1[O-],-4%,6.8%
COc1ccc(-c2nc3ccccc3c(=O)n2-c2nc3ccccc3n2C)cc1,4%,1.6%
O=C(CSc1nnc2scc(-c3ccccc3)n12)NCc1ccc2c(c1)OCO2,12%,1.0%
Cc1cc(Cl)ccc1NC(=O)COc1cc(C)c(Cl)c(C)c1,2%,0.9%
CC1=C(C(=O)OCC2CCCO2)C(c2cccs2)C2=C(CC(C)(C)CC2=O)N1 (stereo not drawn),3%,-4.2%
CC1=CC2=C(OC1N(C)C)c1cccc3cccc(c13)C2=O (stereo not drawn),1%,22%
O=C(/C=C/c1ccc(F)cc1)NC(=S)NCc1ccco1,-2%,-6.8%
Fc1ccc(NC(=S)Nc2ccccn2)cc1,0%,5.9%
Fc1ccccc1Cn1nnc2c(-n3ccnc3)ncnc21,-7%,-6.0%
OC(COC1CCCCC1)Cn1c2ccccc2c2ccccc21 (stereo not drawn),-3%,1.5%
COc1ccc(CCNC(=O)CNS(=O)(=O)c2cccs2)cc1OC,.,7.2%
Cc1cc(Cl)ccc1OCC(=O)NCCC(=O)O,-7%,0.0%
COC(=O)c1ccc(NC(=O)CN(c2ccc(OC)cc2)S(C)(=O)=O)cc1,-15%,-3.6%
O=C(CN1CCOCC1)Nc1ccc(-c2nc3ccccc3[nH]2)cc1,-6%&0%,0.1%
O=C(NCc1ccccn1)C(C(=O)c1ccc(F)cc1)n1ccccc1=O (stereo not drawn),-11%,6.9%
CCOC(=O)Cc1csc(NC(=O)CCc2ccc(S(=O)(=O)N3CCOCC3)cc2)n1,-2%,0.3%
CC(C)(C)c1ccc(C(=O)N/N=C/c2ccc(O)cc2)cc1,-1%,-0.3%
CC(C)CNC(=O)c1ccc(Cl)c(Cl)c1,.,0.2%
Cc1ccc(-n2c(C)nc3c(cnn3-c3ccc(F)cc3)c2=O)cc1,-3%,-3.3%
CCCCOc1ccc(/C(O)=C2/C(=O)C(=O)N(CCCOC)C2c2ccncc2)cc1C (stereo not drawn),-1%,5.0%
# More records follow:
SMILES,Rat MKP-3 inhibitors,Hsp70 displacement
CCOC(=O)CSc1nc(C)c2cc(OC)ccc2n1,-3%,3.1%
Cc1ccnc(SCC(=O)Nc2sc3c(c2C#N)CCCC3)n1,-2%,-1.1%
CCNC(=O)C(=O)Nc1ccc(OCC)cc1,3%,2.2%
CC(=O)c1cc(C(=O)CC(=O)Nc2ccc([N+](=O)[O-])cc2)sc1Nc1ccccc1,6%,0.3%
CCC1C(=O)N=C(SCC(=O)Nc2ccccn2)NC1=O (stereo not drawn),3%,1.0%
O=C1CC2c3ccccc3C1C1C(=O)N(CC34CC5CC(CC(C5)C3)C4)C(=O)C21 (stereo not drawn),2%,-2.0%
Cc1nc2c(oc3ccccc32)c(=O)o1,2%,-1.5%
CN(C)CCOc1ncnc2c1oc1ccccc12,.,-2.1%
Cc1ccc(CSCCNC(=O)c2ccc(OC3CSC3)cc2)cc1,4%,-1.4%
COc1ccccc1-n1cnnc1SCC(=O)NCc1cccs1,.,0.4%
CSc1ccccc1NC(=O)C1CC(c2ccccc2O)=NO1 (stereo not drawn),-3%,-2.1%
O=C(NCCN1CCCCC1)c1ccco1,.,1.3%
CC1CCN(C(=O)c2ccc(Cl)cc2)CC1,0%,-1.1%
COc1ccc(NC(=O)CN2CCN(S(=O)(=O)c3ccc(F)cc3)CC2)cc1Cl,-5%,-1.1%
CCCS(=O)(=O)N1CCn2c(nc3ccccc32)C1,2%,-3.3%
CCCCOc1ccc(C(=O)Nc2ccc(N3CCN(C(C)=O)CC3)cc2)cc1,-11%,0.1%
COC(=O)C1=C(C)NC2=C(C(=O)CCC2)C1c1ccccn1 (stereo not drawn),8%,4.0%
Cc1ccc(C(=O)Cn2c(C)cc(C)c(C#N)c2=O)cc1,-11%,1.7%
[O-]/[N+](=C\c1ccncc1)c1ccc(Br)cc1,8%,.
Nn1c(SCC(=O)Nc2ccc3c(c2)OCCO3)nnc1C(F)(F)F,5%,0.3%
CCOC(=O)CNS(=O)(=O)c1c(C)noc1C,-6%,0.7%
Cc1c(NC(=O)c2ccc(Cl)c(S(=O)(=O)N3CCOCC3)c2)c(=O)n(-c2ccccc2)n1C,-2%,1.6%
COc1ccc(C2C=C(c3cccs3)Nc3nc(CCCO)nn32)cc1 (stereo not drawn),-17%,104%
O=C(COc1ccc2ccccc2c1)NCc1ccccn1,2%,-2.7%
COc1ccc(/C=C2\SC(=Nc3ccc(C)cc3)N(c3ccc(C)cc3)C2=O)cc1C(=O)O,0%,0.0%
# (listing goes on)
SMILES,Rat MKP-3 inhibitors,Hsp70 displacement
CC(C)(C)C1(O)CC(C(F)(F)F)=NN1C(=O)c1ccc([N+](=O)[O-])cc1 (stereo not drawn),-2%,3.6%
CCOC(=O)CSc1nc2sc3c(c2c(=O)[nH]1)CC(C)(C)OC3,-10%&0%,-2.2%&-2.9%
CCCCC(=O)Nc1ccccc1C#N,0%,.
COc1cccc(C(=O)Nc2nnc(-c3ccc(Cl)cc3)o2)c1,-10%,0.8%
CCOc1ccccc1C(=O)NCCc1nc2ccccc2[nH]1,2%,-0.8%
Cc1cc(-c2ccccc2)n2nc(C)c(C#N)c2n1,.,-3.9%
CC(NCc1ccc2c(c1)OCO2)C(=O)NC1CCCc2ccccc21 (stereo not drawn),.,3.2%
CC(=O)Nc1ccc(S(=O)(=O)NCc2ccccc2)cc1,-2%,-1.2%
CCOC(=O)CN1C(=O)c2ccccc2C1=O,0%,2.9%
O=C(O)CN(c1ccccn1)S(=O)(=O)c1ccccc1,.,4.7%
CCC(C)[C@H](NC(=O)NCc1ccc(Cl)cc1)C(=O)OC (stereo partly drawn),-66%,1.5%
CC(=O)Oc1ccc(N2C(=O)C3C4C=CC(C4=C(C)C)C3C2=O)cc1 (stereo not drawn),1%,-1.9%
N#CC1=C(N)C(C#N)(C#N)[C@H](c2ccncc2)[C@H]2CN(C(=O)OCc3ccccc3)CC=C12,3%,3.5%

# In another format: entries from further up.
mol: CCOC(=O)CSc1nc2sc3c(c2c(=O)[nH]1)CC(C)(C)OC3
  Rat MKP-3 inhibitors = -10%&0% | Hsp70 displacement = -2.2%&-2.9%

mol: O=C(O)CN(c1ccccn1)S(=O)(=O)c1ccccc1
  Rat MKP-3 inhibitors = . | Hsp70 displacement = 4.7%
